High-throughput results: PubChem BioAssay, Broad Institute
LGR2 inh = Drosophila LGR2 receptor signaling inhibition. inhibition, % at 9.99 µM. actives 0.35% (n = 380,000). HEK293 LGR2, CRE-luciferase, bursicon-stimulated, 4 h;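 active = drop in luminescence signal, shown as inhibition above about 50% in the replicate tests, limit read from the data, passing the limit was not always enough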;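 also: agonist challenge used bursicon conditioned medium at about half maximal strength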
Cneo AK release = Cryptococcus neoformans lysis via adenylate kinase release; C. neoformans lysis, adenylate kinase release luminescence, 4 h; normalised: neutral wells 0, clomiphene wells 100; AID 651654; lysis activity, % at 15 µM; actives 0.2% (n = 360,000);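 active = mean lysis activity across replicates of at least 80%, whatever share of replicates individually reach that level; inactive = mean lysis activity below 80%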
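Test system: log-phase Cryptococcus neoformans yeast cells; Quantity: yeast cell density of 5 × 10^6 cells/mL; Buffer or medium: YPD; Doses: single compound concentration per well; Timing: 4 h at 37 °C static, read 1 h later; Measured by: AK luminescence; Read-out basis: lysis from increased AK signal; Control set: Clomiphene as positive control.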
GSIS activator = GLuc luminescence reporter in INS-1E cells, primary screen for activators of glucose-dependent secretion of insulin; INS-1E GLuc reporter insulin secretion, 2-3 h; activation, % at 16.6 µM; actives 0.61% (n = 370,000);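 active = lowest replicate activation of at least 40%, so every replicate reaches that level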;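 also: 0% = median of neutral control wells and 100% = median of IBMX positive control wells; some compounds called inactive have numbers as strong as hits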
PAX8 reporter = PAX8 transcriptional activity inhibition | RMG-I TPO-luciferase reporter, SteadyGlo, 24 h | inhibition, % at 12.6 µM | actives 1.2% (n = 360,000);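 active = mean replicate inhibition at least 60% with every replicate also reaching 60%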;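 also: luciferase light reporting Pax8 driven TPO promoter activity; plate controls were median of neutral control wells for no effect and mitoxantrone controls for full effect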
C2C12 statin = protects C2C12 myotubes from simvastatin toxicity; rescue of ATP level, % at 7.49 µM; actives 0.78% (n = 330,000); ATP luminescence, 48 h; scaled: DMSO 0, geranylgeraniol control 100; AID 602340;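 active = mean ATP rescue above about 67%, or every replicate alone reaching that limit, limit read from the data, passing the limit was not always enough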;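 also: myotubes were challenged with 10 µM simvastatin during compound exposure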
PGC1a acetyl inh = modulators of PGC1a acetylation. U2OS PGC1a acetylation, AlphaScreen anti-acetyl-lysine; with virally co-expressed GCN5 acetyltransferase. inhibition, % at 15.6 µM. actives 0.17% (n = 350,000). AID 651687;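 active = every replicate shows inhibition of at least 40%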;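 also: 0% = neutral control wells and 100% = positive control wells; some results beyond the cut were filed as inactive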
PglD inh = blocks C. jejuni PglD acetyltransferase activity. purified PglD enzyme, DTNB colorimetric CoA detection. inhibition, % at 12.5 µM. actives 0.098% (n = 360,000); in the data active = inhibition above about 16%, passing the limit was not always enough; also: strong numbers were not always called active
ARNT-TACC3 inh = disrupts binding between human ARNT and TACC3; inhibition, % at 9.99 µM; AlphaScreen His-ARNT PAS-B/GST-TACC3 binding, luminescence; TACC3 fragment carries E629A point mutation; actives 0.66% (n = 390,000); AID 623870;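 active = mean inhibition of replicates at least 50% and at least half of replicates each reaching 50%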;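 also: 0% = complete ARNT plus TACC3 wells and 100% = ARNT alone without TACC3; many hits fall short of the cut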
An asterisk follows results filed as active; . = not tested or not shown.

SMILES | LGR2 inh | Cneo AK release | GSIS activator | PAX8 reporter | C2C12 statin | PGC1a acetyl inh | PglD inh | ARNT-TACC3 inh
Cc1ccc(C(=O)Nc2nc(=O)n(C(=O)C3CC3)s2)cc1 | -8 | . | -5 | . | . | 2 | . | 4
Cc1cccc(OCc2nnc(SCC(=O)NC3CCCC3)n2C)c1 | -1 | -1 | -1 | 1 | 5 | . | 0 | 5
Cc1cc2cc(CNS(=O)(=O)N(C)C)ccc2[nH]1 | 0 | -2 | -20 | 5 | 10 | . | 1 | 6
C[C@@H]1CN([C@H](C)CO)S(=O)(=O)c2ccc(-c3ccccc3)cc2O[C@@H]1CN(C)C | -5 | 4 | 14 | 16 | -5 | -4 | 2 | -11
COc1ccc2c(C)cc(SCC(=O)Nc3ncc(Cl)cc3Cl)nc2c1 | 4 | . | -2 | 10 | . | . | . | -9
CCCNC(=O)NC(=O)CSc1cccc(C(F)(F)F)c1 | -6 | . | 8 | 3 | . | . | . | -2
OC(CSc1nc(-c2ccccc2)c(-c2ccccc2)o1)CC(O)c1ccccc1 (stereo not drawn) | . | -7 | . | 5 | . | 5 | -1 | 35
C[C@@H]1CN([C@H](C)CO)C(=O)c2cc(NS(=O)(=O)c3cn(C)cn3)ccc2O[C@@H]1CN(C)S(=O)(=O)c1cccs1 | -1 | 46 | 16 | . | 38 | 1 | 2 | -2
Cc1ccc(NC(=O)C2CCCO2)cc1[N+](=O)[O-] (stereo not drawn) | . | -3 | -14 | -10 | . | 1 | -5 | -4
O=C(NNC(=O)c1ccccc1Br)c1cccc(Cl)c1 | -31 | -1 | 11 | . | -7 | 10 | 1 | 5
CCN1CCN(c2ccc(S(=O)(=O)N3CCOCC3)cc2NC(=O)/C=C/c2ccc([N+](=O)[O-])cc2)CC1 | -18 | 0 | -1 | 72* | 18 | 6 | 1 | -8
O=C(C[C@H]1CC[C@@H]2[C@H](COC[C@H](O)CN2C(=O)c2ccc(F)cc2)O1)Nc1nccs1 | 11 | 2 | 3 | -10 | 9 | -3 | 3 | -4
C[C@@H]1CNC(=O)c2c(C(=O)NCC(=O)OC(C)(C)C)ncn21 | -6 | 2 | -2 | -1 | 0 | . | 4 | .
O=c1[nH]c(NCCO)nc2c1C1(CCCCC1)Cc1ccccc1-2 | . | -1 | . | . | . | -9 | 2 | -3
Cc1noc(C)c1NC(=O)N(C)C[C@@H]1Oc2c(NC(=O)C3CC3)cccc2C(=O)N([C@H](C)CO)C[C@H]1C | 15 | -6 | 16 | . | -13 | 2 | -7 | -5
COc1ccc(/C=C/C(=O)OCC(=O)NC2CC2)c(OC)c1 | 14 | -1 | 6 | 6 | -5 | 2 | 2 | 0
O=C(Nc1nnc(Cc2ccccc2F)s1)Nc1ccccc1F | -47 | -1 | 11 | -58 | -2 | 11 | -14 | -4
COc1cc(C2CC(=O)N(CC(=O)NCc3ccco3)c3ccccc3S2)cc(OC)c1OC (stereo not drawn) | 3 | -1 | -10 | . | 2 | 6 | -1 | -21
COc1ccc(NC(=O)/C(=C/c2ccc3c(c2)OCO3)NC(C)=O)cc1 | 1 | . | -13 | -3 | . | . | . | 1
Nc1cc(C(F)(F)F)ccc1OCC1CCCO1 (stereo not drawn) | -20 | 7 | 1 | -37 | -4 | 4 | 7 | 21
N#CCCn1cc(C=O)c(-c2cccs2)n1 | 1 | . | 28 | 5 | . | 4 | . | 1
Cc1cccc(NC(=O)CNC(=O)Cc2ccc(S(=O)(=O)N3CCOCC3)s2)c1C | -4 | -1 | -7 | 0 | 8 | 5 | 4 | .
C[C@@H]1CN([C@H](C)CO)C(=O)c2ccccc2-c2ccccc2CO[C@H]1CN(C)C(=O)c1ccccc1 | -6 | 39 | -9 | . | . | -3 | 2 | 12
O=C(CN(C(=O)c1csnn1)c1cccc(Cl)c1)NC1CCCC1 | 14 | -4 | 36 | -4 | 1 | . | -1 | -7
COc1ccccc1NC(=O)CSc1nc2ccccc2c(=O)n1C | 16 | -3 | -22 | 17 | 27 | . | -2 | 7

Profiles from above. Screens in order: LGR2 inh | Cneo AK release | GSIS activator | PAX8 reporter | C2C12 statin | PGC1a acetyl inh | PglD inh | ARNT-TACC3 inh
C[C@@H]1CN([C@H](C)CO)C(=O)c2cc(NS(=O)(=O)c3cn(C)cn3)ccc2O[C@@H]1CN(C)S(=O)(=O)c1cccs1 across the screens: -1 | 46 | 16 | . | 38 | 1 | 2 | -2
CCN1CCN(c2ccc(S(=O)(=O)N3CCOCC3)cc2NC(=O)/C=C/c2ccc([N+](=O)[O-])cc2)CC1 across the screens: -18 | 0 | -1 | 72* | 18 | 6 | 1 | -8

Returning to the listing with the 2 entries that preceded the break.
SMILES | LGR2 inh | Cneo AK release | GSIS activator | PAX8 reporter | C2C12 statin | PGC1a acetyl inh | PglD inh | ARNT-TACC3 inh
O=C(CN(C(=O)c1csnn1)c1cccc(Cl)c1)NC1CCCC1 | 14 | -4 | 36 | -4 | 1 | . | -1 | -7
COc1ccccc1NC(=O)CSc1nc2ccccc2c(=O)n1C | 16 | -3 | -22 | 17 | 27 | . | -2 | 7
C[C@@H]1CCCCO[C@@H](CN(C)C(=O)Nc2ccc3c(c2)OCO3)[C@H](C)CN([C@@H](C)CO)C(=O)c2cc(NC(=O)Nc3cccc4ccccc34)ccc2O1 | 4 | -3 | 19 | 8 | -2 | -13 | 3 | -17
Cc1oc2c(cc(NS(=O)(=O)c3ccc(Cl)cc3)c3ccccc32)c1C(=O)O | 8 | 0 | 8 | 29 | 4 | . | -2 | 0
CSc1nnc(-c2ccncc2)n1/N=C/c1cn(-c2ccccc2)nc1-c1ccc(Cl)cc1 | 8 | . | -23 | -1 | 10 | 11 | . | 37
COc1cccc(C(C(=O)NC2CCCCC2)N(C(=O)CNC(=O)c2ccco2)c2cccnc2)c1 (stereo not drawn) | -32 | -1 | -3 | -2 | -50 | 29 | 2 | -2
CCN(CC(=O)NC(C)C)C(=O)C(CCSC)NC(=O)c1ccccc1OC (stereo not drawn) | 11 | . | -9 | -5 | . | -7 | . | -11
COc1ccc(-c2nn(CC(=O)N(C)C)c(=O)c3ccccc23)cc1 | . | -1 | . | . | 12 | -6 | -1 | 0
Cc1c(Cl)cccc1N1C(=O)c2ccccc2C1=O | . | -2 | . | . | -29 | 2 | 1 | 3
C#Cc1ccc(C(=O)NCc2ccc(N3CCCC3=O)cc2)cc1 | 17 | . | -5 | 10 | . | 3 | . | -3
Cc1cc(F)ccc1NCC(=O)Nc1ccc(Br)cc1C | 19 | . | -17 | -4 | . | -9 | 1 | 24
COc1cc(OC)c2c(-c3cccc(-c4sccc4C(C)=O)c3)cc(=O)oc2c1 | 20 | -1 | -36 | 84* | -26 | -3 | -7 | 2
COc1ccccc1CNC(=O)CCS(=O)(=O)c1ccc(Cl)cc1 | 0 | 0 | 6 | -2 | -1 | . | 5 | -3
O=C(O)c1cc(S(=O)(=O)Nc2cccc(Oc3ccccc3)c2)ccc1Br | -8 | 0 | -20 | -4 | -7 | -9 | -1 | .
O=C(C[n+]1ccccc1)N/N=C/c1cc(Br)ccc1O | 1 | 1 | 13 | 2 | 10 | 10 | 0 | 64*
C[C@@H]1CCCCO[C@H](CN(C)S(=O)(=O)c2cn(C)cn2)[C@@H](C)CN([C@H](C)CO)C(=O)c2cc(NC(=O)Nc3ccccc3)ccc2O1 | 0 | 3 | 15 | -3 | . | 7 | 1 | -3
CN1C(=O)N(CC(=O)N2CCN(S(=O)(=O)c3ccc(Cl)s3)CC2)C(=O)C12CCCCC2 | 18 | 0 | . | 5 | 10 | -5 | 2 | 2
CCOc1ccc(S(=O)(=O)Nc2cccc(C)c2)c2cccnc12 | -4 | . | -2 | 2 | . | -17 | . | -6
CN1C(C(=O)Nc2cccc(O)c2)=CC(c2ccco2)=NS1(=O)=O | 9 | 0 | -8 | -13 | -2 | 13 | 1 | 5
CCOP(=O)(OCC)C(NC(=O)c1cccs1)c1ccccc1 (stereo not drawn) | -6 | 0 | 19 | -1 | 3 | 1 | 5 | 4
CCN(CC)c1ccc(-c2n[nH]c(=S)n2-c2ccccc2)cc1 | 11 | . | -6 | 8 | . | . | . | 3
O=C(O)CC(NC(=O)OCc1ccccc1)c1ccccc1 (stereo not drawn) | 8 | -1 | 5 | . | 93* | 9 | 1 | .
COC(=O)c1ccc(/C=N/NC(=O)c2ccc3nc[nH]c3c2)cc1 | -23 | -18 | 9 | -25 | 1 | -2 | -2 | .
CC(C)c1nnc(NC(=O)CCC(=O)NC2CC2)s1 | 13 | 7 | 12 | -11 | 7 | 13 | 0 | -13
CCc1nc2ccc(C(=O)Nc3cc(-c4ccccc4)ccc3OC)cn2c1N(CC)CCN(C)C | -23 | 4 | -19 | 19 | 6 | . | 6 | .
COC(=O)Cc1ccc(NC(=S)N2CCCC(CO)C2)cc1 (stereo not drawn) | 29 | -3 | . | -48 | . | . | 5 | .
O=C(C1CC1)N1CC(=O)N2[C@H](CO)[C@H](c3ccc(Br)cc3)[C@@H]2C1 | -3 | . | 7 | 4 | . | 2 | . | .
SMILES | LGR2 inh | Cneo AK release | GSIS activator | PAX8 reporter | C2C12 statin | PGC1a acetyl inh | PglD inh | ARNT-TACC3 inh
O=C(Nc1ccc(F)cc1)Nc1ccc([N+](=O)[O-])cn1 | -31 | . | 17 | 1 | . | -4 | . | -5
C=CCOc1ccc(C2C(C#N)=C(N)N(N(C)C)C3=C2C(=O)CCC3)cc1 (stereo not drawn) | -4 | 1 | -16 | 18 | 3 | 5 | 5 | -3
COc1cccc(C(=O)Nc2cc(C)on2)c1OC | -14 | 4 | 16 | -61 | 5 | -4 | 0 | -3
COc1ccc(OCC(=O)Nc2ccc3c(c2)nc(CCN2CCCCC2)n3C)cc1 | 6 | 4 | 8 | 29 | 2 | -6 | -1 | 0
COC(=O)c1nnn(-c2ccsc2C(=O)OC)c1C(=O)OC | -8 | -4 | -3 | 3 | 5 | 1 | -4 | 3
COC(=O)c1ccccc1OCCCCN1CC(C)OC(C)C1 (stereo not drawn) | -12 | 3 | 22 | 14 | 6 | . | 0 | -5
COc1ccc(C(CNC(=O)c2cccc(S(=O)(=O)Nc3ccc(F)cc3)c2)N2CCCCC2)cc1 (stereo not drawn) | 7 | -1 | -16 | 5 | -4 | -11 | -3 | 7
Cc1cccc(NC(=O)c2ccc([N+](=O)[O-])s2)c1C | 26 | . | 10 | 40 | . | . | . | 1
CCN1CC=C2C(C1)C(c1ccc(Cl)s1)C(C#N)=C(N)C2(C#N)C#N (stereo not drawn) | . | -9 | -13 | 42 | 12 | 8 | 3 | 2
CN1C(=O)N(c2nnc(C(C)(C)C)s2)C(=O)C1c1ccccc1 (stereo not drawn) | . | 0 | . | 4 | 26 | 5 | -3 | -6
COc1cc(NC(=O)c2ccccc2OCc2ccccc2)cc(OC)c1OC | . | 1 | . | 3 | -18 | . | 5 | 24
O=C(CN1CCN(Cc2ccccc2Cl)CC1)N/N=C/c1ccccn1 | -3 | . | -30 | 8 | . | . | . | 16
Cc1ccc(S(=O)(=O)CCC(=O)NCc2ccc(Cl)cc2)cc1 | 8 | . | -4 | -9 | . | . | . | 1
Cc1nc(SCC(=O)Nc2cc(C)on2)c2c3c(sc2n1)CCCC3 | -7 | -1 | 23 | . | 2 | -2 | -2 | -2
CS(=O)(=O)N1N=C(c2cccs2)CC1c1ccc(F)cc1 (stereo not drawn) | -21 | 1 | . | 2 | -14 | -3 | 2 | 2
COCCCNC(=O)/C(C#N)=C/c1c(N2CCN(C)CC2)nc2c(C)cccn2c1=O | -14 | 1 | 2 | 6 | -3 | 9 | -8 | 6
CSc1ccc(CN(C)C(=O)c2cc(=O)c3ccccc3o2)cc1 | -4 | -3 | 2 | -12 | -37 | 2 | -2 | .
S=C(NC1CCCCC1)N1CCc2ccccc2C1 | -64 | 19 | -19 | -22 | 27 | -8 | -1 | -4
COCc1c(C(=O)Nc2cccc(S(=O)(=O)N3CCCCC3)c2)oc2ccccc12 | 21 | -1 | 4 | . | -6 | -53 | -12 | 3
